BAP1 block: human BAP1 deubiquitinase inhibition; 72,000 tested, 0.48% active; recombinant BAP1, Ub-AMC hydrolysis fluorescence kinetic; hits give low values; Q92560; activity remaining (% of control), % at 20 µM;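 active = activity remaining at or below 50% of control, provided the compound also passes the data quality filters; inactive = the rest, including low values that fail the filters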;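 note: 100% = DMSO wells rate and 0% = substrate alone blank rate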
Target sequence (Q92560 whole entry, looked up): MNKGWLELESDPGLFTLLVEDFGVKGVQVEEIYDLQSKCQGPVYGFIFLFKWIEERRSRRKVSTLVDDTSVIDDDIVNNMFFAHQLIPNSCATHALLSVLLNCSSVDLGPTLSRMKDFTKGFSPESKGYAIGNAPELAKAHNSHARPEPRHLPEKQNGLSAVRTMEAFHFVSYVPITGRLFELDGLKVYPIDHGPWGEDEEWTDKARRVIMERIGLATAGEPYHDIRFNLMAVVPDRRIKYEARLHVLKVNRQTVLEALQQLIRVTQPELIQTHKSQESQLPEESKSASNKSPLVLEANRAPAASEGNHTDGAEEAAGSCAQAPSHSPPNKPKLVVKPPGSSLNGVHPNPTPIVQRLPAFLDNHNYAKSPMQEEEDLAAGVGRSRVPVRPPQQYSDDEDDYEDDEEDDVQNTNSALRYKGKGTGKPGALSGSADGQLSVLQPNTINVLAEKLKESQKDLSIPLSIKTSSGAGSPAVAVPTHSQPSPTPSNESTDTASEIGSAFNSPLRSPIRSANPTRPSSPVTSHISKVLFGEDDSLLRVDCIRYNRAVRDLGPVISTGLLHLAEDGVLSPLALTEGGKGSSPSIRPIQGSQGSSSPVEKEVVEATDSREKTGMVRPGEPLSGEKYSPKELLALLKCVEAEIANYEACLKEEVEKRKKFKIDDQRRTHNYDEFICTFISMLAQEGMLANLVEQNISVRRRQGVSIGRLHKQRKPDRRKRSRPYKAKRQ
HePTP inh: human HePTP phosphatase inhibition; P35236; recombinant HePTP phosphatase activity, OD absorbance; inhibition, % at 20 µM; 110,000 tested, 0.64% active; in the data active = inhibition above about 50%;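 note: plate controls were vehicle for no effect and reference inhibitor for full effect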
Target sequence (P35236 whole entry, looked up): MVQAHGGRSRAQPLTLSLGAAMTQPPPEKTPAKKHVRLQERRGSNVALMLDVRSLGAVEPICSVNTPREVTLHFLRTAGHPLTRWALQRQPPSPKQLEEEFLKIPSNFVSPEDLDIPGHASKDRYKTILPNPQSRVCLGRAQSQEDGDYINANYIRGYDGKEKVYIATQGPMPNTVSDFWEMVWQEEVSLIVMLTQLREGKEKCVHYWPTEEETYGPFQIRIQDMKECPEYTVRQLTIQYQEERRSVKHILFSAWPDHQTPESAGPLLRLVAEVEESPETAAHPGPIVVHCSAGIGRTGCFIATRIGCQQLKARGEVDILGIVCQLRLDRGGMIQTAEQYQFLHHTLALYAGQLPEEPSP
The depositor's hits bear a star; . = no result given.

BAP1 block,HePTP inh,mol
.,6,Cc1onc(-c2ccccc2Cl)c1C(=O)N1CCCCCC1
149,0,Cc1cc2c(cc1C)NC(c1ccc([N+](=O)[O-])o1)C1=C(CC(C)(C)CC1=O)N2 (stereo not drawn)
.,2,COc1ccc(OC)c(NC(=O)c2cccc(Cl)c2Cl)c1
.,8,CC(=O)CCc1oc2ccc([N+](=O)[O-])cc2c1-c1ccc(C)o1
.,2,Cc1ccc(S(=O)(=O)N(c2ccccc2)C2C=CS(=O)(=O)C2)cc1 (stereo not drawn)
.,0,O=C1CCCC(O)=C1C=NCc1cccnc1
.,-12,Cc1c(NC(=S)NCCc2ccccc2)c(=O)n(-c2ccccc2)n1C
.,7,COc1ccccc1C(=O)Nc1c(F)c(F)c(F)c(F)c1F
99,-3,CCN(C(=O)CSc1ncn[nH]1)c1cccc2ccccc12
96,14,N#CC1=C(SCc2ccccc2)NC(=O)C(C#N)C12CCCC2 (stereo not drawn)
102,0,CCOC(=O)N1CCN(C(=O)c2ccc(CS(=O)(=O)c3ccc(OC)cc3)o2)CC1
.,-12,CCOC(=O)c1cc(-c2ccccc2)sc1NC(=O)C(C)Sc1nnnn1C (stereo not drawn)
52,.,CCN1C(=O)CC(C)=Nc2ccccc21
70,10,Cc1c(N=C/C=C2\N(C)c3ccccc3C2(C)C)c(=O)n(-c2ccccc2)n1C
138,5,O=C(C1CSC2(c3ccc(F)cc3)CCC(=O)N12)N1CCCCCC1 (stereo not drawn)
92,5,COCCNC(=O)C1CCN(S(=O)(=O)c2ccccc2)CC1
.,8,O=C(Cc1cccc2ccccc12)N/N=C/c1cccc(Br)c1
.,5,O=C(Nc1ccccc1)c1cc(S(=O)(=O)N2CCOCC2)ccc1Cl
107,11,COC(=O)c1ccc(C)c(NC(=O)Cn2cnc3ccccc3c2=O)c1
.,-13,Cc1cc(=O)oc2cc(OCC(=O)c3ccc(F)cc3)ccc12

Going on with the list.
BAP1 block,HePTP inh,mol
107,6,CS(=O)(=O)Nc1ccc(N2CCCCC2)c(Cl)c1
.,4,COc1ccc(C(=O)Nc2ccc(S(=O)(=O)N3CCc4ccccc43)cc2)cc1
105,-1,Cn1c(=O)[nH]c(=O)c2c1nc(NCCCn1ccnc1)n2Cc1ccccc1
100,11,COc1cccc(CN2CCN(CC(=O)Nc3ccccc3Cl)CC2)c1
102,-1,CCN(CC)S(=O)(=O)c1cccc2nsnc12
146,5,CCN(CC)CCNC(=O)CS(=O)Cc1nc(-c2ccccc2Cl)oc1C (stereo not drawn)
.,-2,Cc1cc2nn(-c3ccccc3)nc2cc1NC(=O)/C=C/c1ccccc1
.,2,Nc1nonc1/C(=N/O)N1CCN(c2ccc(C(F)(F)F)cc2[N+](=O)[O-])CC1
.,1,CCCC(=NC(C)C)C1=C(O)CC(C)(C)CC1=O
117,10,CC(=O)CC(C)(C)n1nnc(-c2ccccc2)n1
76,.,O=C(O)c1cc(N2C(=O)C3C4C=CC(O4)C3C2=O)ccc1Cl (stereo not drawn)
96,7,O=c1c2ccccc2oc2nc(C3CCCCC3)n(Cc3ccco3)c(=O)c12
.,-2,Oc1ccccc1-c1cc(-c2ccc3c(c2)OCCO3)n[nH]1
.,2,Cc1sc(NC(=O)c2ccccc2[N+](=O)[O-])nc1-c1ccccc1
87,8,COc1ccc(-c2nnn(Cc3nn[nH]n3)n2)cc1OC
98,2,COc1cc(C(=O)Nc2ccncc2)cc(OC)c1OC
81,7,Nc1nonc1-c1noc(N2CCCCC2)n1
.,4,CCN(CC)c1ccc(N=Cc2ccc(OC)c3ccccc23)cc1
.,-3,COc1ccc(Cl)cc1C(=O)N(C(C)C)C(C)C
.,2,CC1=NN(C(=O)Cc2ccccc2)C(O)(c2ccc(Br)cc2)C1 (stereo not drawn)

The listing continues.
BAP1 block,HePTP inh,mol
.,104*,O=C(NC(NC(=S)Nc1ccc(Cl)c(Cl)c1)C(Cl)(Cl)Cl)c1cccc([N+](=O)[O-])c1 (stereo not drawn)
102,14,CCC(=O)N(CCCN(C)C)c1nc(-c2cc(OC)ccc2OC)cs1
130,3,COc1cc(C(=O)Nc2nc(-c3cccs3)cs2)cc(OC)c1OC
105,4,O=C(COc1ccc(F)cc1)NC1CC1
.,4,CCOc1ccccc1NC(=O)c1ccc(N(C)S(=O)(=O)c2ccccc2)cc1
113,-8,Cc1ccc2c(c1)N(CC(=O)N1CCCc3ccccc31)C(=O)C(C)O2 (stereo not drawn)
.,-8,COc1ccc(-n2c(=O)c3c4c(sc3n3c(SCc5ccccc5)nnc23)CCC4)cc1
107,5,CC1CN(C2CCN(S(=O)(=O)c3ccccc3)CC2)CC(C)O1 (stereo not drawn)
72,.,N#Cc1c(NC(=O)c2ccc(Cl)c(S(=O)(=O)N3CCOCC3)c2)sc2c1CCCC2
85,10,COc1ccc(C2(O)CCN(Cc3nnnn3Cc3ccc(F)cc3)CC2)cc1
103,2,CC(C)c1cc(C(=O)NCc2cccnc2)no1
97,-10,CC1(O)CC(=O)N(c2ccccc2)O1 (stereo not drawn)
95,-12,COCCNC(=O)Cn1c(=O)n(CCC(=O)NCCc2ccccc2)c(=O)c2ccccc21
90,.,COc1ccc(C(=O)NCc2cccnc2)cc1C(=O)NCc1cccnc1
69,.,O=C1c2ccccc2C(=O)N1C1C(=O)N(c2ccc(Cl)cc2)C1c1ccc(F)cc1 (stereo not drawn)
90,12,CCCCC(c1nnnn1CCOC)N1CCN(C(=O)c2ccco2)CC1 (stereo not drawn)
.,5,O=C(N=Nc1c(O)[nH]c(=O)[nH]c1=O)c1cccc([N+](=O)[O-])c1
.,-10,O=C(Nc1ccc2oc(-c3cccc(Cl)c3Cl)nc2c1)c1ccccc1[N+](=O)[O-]
95,10,Cc1ccc2nc(NC3=NCN(CCN4CCOCC4)CN3)nc(C)c2c1
.,0,COc1ccc(OCC(=O)Nc2cc3oc4ccccc4c3cc2OC)cc1

17 entries from above, with tabs.
smiles	BAP1 block	HePTP inh
CCC(=O)N(CCCN(C)C)c1nc(-c2cc(OC)ccc2OC)cs1	102	14
COc1cc(C(=O)Nc2nc(-c3cccs3)cs2)cc(OC)c1OC	130	3
O=C(COc1ccc(F)cc1)NC1CC1	105	4
CCOc1ccccc1NC(=O)c1ccc(N(C)S(=O)(=O)c2ccccc2)cc1	.	4
Cc1ccc2c(c1)N(CC(=O)N1CCCc3ccccc31)C(=O)C(C)O2 (stereo not drawn)	113	-8
COc1ccc(-n2c(=O)c3c4c(sc3n3c(SCc5ccccc5)nnc23)CCC4)cc1	.	-8
CC1CN(C2CCN(S(=O)(=O)c3ccccc3)CC2)CC(C)O1 (stereo not drawn)	107	5
N#Cc1c(NC(=O)c2ccc(Cl)c(S(=O)(=O)N3CCOCC3)c2)sc2c1CCCC2	72	.
COc1ccc(C2(O)CCN(Cc3nnnn3Cc3ccc(F)cc3)CC2)cc1	85	10
CC(C)c1cc(C(=O)NCc2cccnc2)no1	103	2
CC1(O)CC(=O)N(c2ccccc2)O1 (stereo not drawn)	97	-10
COCCNC(=O)Cn1c(=O)n(CCC(=O)NCCc2ccccc2)c(=O)c2ccccc21	95	-12
COc1ccc(C(=O)NCc2cccnc2)cc1C(=O)NCc1cccnc1	90	.
O=C1c2ccccc2C(=O)N1C1C(=O)N(c2ccc(Cl)cc2)C1c1ccc(F)cc1 (stereo not drawn)	69	.
CCCCC(c1nnnn1CCOC)N1CCN(C(=O)c2ccco2)CC1 (stereo not drawn)	90	12
O=C(N=Nc1c(O)[nH]c(=O)[nH]c1=O)c1cccc([N+](=O)[O-])c1	.	5
O=C(Nc1ccc2oc(-c3cccc(Cl)c3Cl)nc2c1)c1ccccc1[N+](=O)[O-]	.	-10

(list continues)
BAP1 block,HePTP inh,mol
.,0,CCOc1ccc(/C=N\NC(=O)C2CC(=O)N(c3ccc(C)cc3)C2)cc1 (stereo not drawn)
.,4,CCNc1nc(SC(C)C(=O)OC)nc(N2CCOCC2)n1 (stereo not drawn)
98,7,COc1ccc(CC(C)N2CCN(c3ccccc3OC)CC2)cc1OC (stereo not drawn)
.,-7,CCc1c(O)nc(SCC(=O)N2CCOCC2)n(-c2ccccc2C)c1=O
.,9,CN1CCN(C(=O)C23CC4CC(CC(C4)C2)C3)CC1
.,-26,COc1ccc(/C=C/C(=O)Nc2nc3ccccc3s2)cc1S(=O)(=O)N1CCCCC1
58,8,O=C(Cc1c(F)cccc1Cl)Nc1cccnc1
81,1,CCOC(=O)C1=C(C)NC(=O)N(C(C)=O)C1c1ccc(Cl)cc1 (stereo not drawn)
.,4,Cc1ccc(C(=O)n2cnc3ccccc32)o1
.,4,CCN(CC)c1ccc(NC(=O)C(C)Oc2ccc(Cl)cc2Cl)cc1 (stereo not drawn)
.,0,Clc1ccc(CSc2nc3ncccc3[nH]2)cc1Cl
.,8,Cc1cccc(N2C(=O)c3cccc4c(N5CCCCC5)ccc(c34)C2=O)c1
.,-21,O=C1N=c2ccc([N+](=O)[O-])cc2=C1c1sc(=Nc2ccccc2)n(-c2ccccc2)c1O
129,3,O=C(CCCN1C(=O)c2ccccc2C1=O)Nc1ccc(S(=O)(=O)N2CCOCC2)cc1
96,-8,COCCn1c(SCC(=O)OCc2ccccc2)nc2c1c(=O)[nH]c(=O)n2C
130,0,C=CCOc1cccc(C2/C(=C(/O)c3ccccc3)C(=O)C(=O)N2CCCN2CCOCC2)c1 (stereo not drawn)
.,6,Cc1cccn2c(=O)c3cc(C(=O)NCCCn4ccnc4)n(C)c3nc12
.,-3,COC(=O)c1c(NC(=O)c2ccccc2Cl)sc2c1CCCCCC2
99,4,O=C(CSc1nnc(Cc2cc(=O)[nH]c(=O)[nH]2)n1-c1ccccc1)NCC1CCCO1 (stereo not drawn)
56,.,O=C(Nc1nccs1)c1cc([N+](=O)[O-])ccc1Cl

Continuation:
BAP1 block,HePTP inh,mol
.,10,O=C(O)c1c[nH]c2cc(N3CCOCC3)c(F)cc2c1=O
.,104*,C=CCOc1ccc2c(C)cc(=O)oc2c1I
.,-17,CC1(C)CC(=O)C=C(NNC(=O)Cc2ccccc2)C1
94,12,Cc1ccc(SCCNC(=O)CN(c2ccc3c(c2)OCO3)S(C)(=O)=O)cc1
.,4,COc1cc(/C=N/Nc2ccnc3cc(Cl)ccc23)ccc1O
.,1,CC(=O)c1ccc(Nc2nc(C)nc3c2oc2ccccc23)cc1
.,10,Nc1ccc(-c2nc3c(Cl)cc(N)cc3[nH]2)cc1
75,0,CN1CCC(OC(=O)C23CCC(C)(C(=O)O2)C3(C)C)CC1 (stereo not drawn)
.,-11,COc1cc(/C=C2/SC(=S)N(CC(=O)O)C2=O)cc([N+](=O)[O-])c1O
165,5,O=C(Nc1ccccc1)c1ccc(NCCN2CCOCC2)c(S(=O)(=O)N2CCOCC2)c1
82,-1,CCCSCCCNC(=O)c1cc2c(s1)CS(=O)(=O)C2
.,-7,CC(=O)Nc1ccc(Cl)c(-c2nc3cc(C)c(C)cc3o2)c1
85,.,CCOC(=O)COc1ccc(C2NC(C(=O)O)CS2)cc1 (stereo not drawn)
97,-9,Cc1c(C(=O)N(Cc2cccs2)C2CCS(=O)(=O)C2)oc2ccccc12 (stereo not drawn)
102,9,COc1cc(N)cc(NC(=O)c2ccncc2)c1
95,.,O=C(CN1C(=O)NC2NC(=O)NC21)NC1CCCCC1 (stereo not drawn)
59,-1,Cc1oc2cc3oc(=O)c4c(c3cc2c1C)CCC4
.,-4,CSCCC(NC(=O)/C(=C\c1cccc([N+](=O)[O-])c1)NC(=O)c1ccccc1)C(=O)O (stereo not drawn)
102,-3,C=CCn1c(SCC#N)nc2ccccc2c1=O
.,-9,CN1C(=O)/C(=C\c2cccc(OCCOc3ccc(Br)cc3)c2)SC1=S

More structures.
BAP1 block,HePTP inh,mol
.,0,Cc1ccc(OC(=O)c2ccc([N+](=O)[O-])cc2)c(/C=C2\Sc3ccccc3C2=O)c1
.,-3,CCN(CC)C(=S)S/C=C/C(=O)c1ccccc1
79,.,CCCOC(=O)C1=C(C)NC(=O)NC1c1cccc2ccccc12 (stereo not drawn)
.,4,COc1ccc(S(=O)(=O)N(CC(=O)Nc2ccccc2C(F)(F)F)Cc2ccccc2)cc1OC
94,-6,COc1cccc(NC(=O)[C@@H]2CCCN2C(=O)C2CCN(S(=O)(=O)c3ccc(C)cc3)CC2)c1
.,4,N#CCCCCN1c2cccc3cccc(c23)S1(=O)=O
94,7,Cc1cccc(-n2nc3c(c2NC(=O)c2ccc(S(=O)(=O)N4CCOCC4)cc2)CSC3)c1C
105,6,Cc1ccc(S(=O)(=O)n2nc(OC(=O)c3cccs3)cc2N)cc1
102,-7,COc1ccc(OCC(O)CNCc2ccco2)cc1 (stereo not drawn)
.,2,O=C(c1cccc(F)c1)N1CCN(C2CCCCC2)CC1
105,11,COC(=O)NCc1cc2cc(Cl)ccc2[nH]1
108,1,CC1(C)NC(=O)N(CN2C(=O)NC(C)(C)C2=O)C1=O
.,-3,O=C(CCN1C(=O)/C(=C/c2cccs2)SC1=S)Nc1cccnc1
86,-3,O=C(c1ccc(Cn2cc(Cl)cn2)o1)N1CCN(Cc2ccc3c(c2)OCO3)CC1
94,4,CCC(=O)N1CCN=C1SCc1ccc(F)cc1
96,5,CCOC(=O)N1CCN(S(=O)(=O)c2ccc(C(=O)Nc3nc4ccc(F)cc4s3)cc2)CC1
.,7,O=[N+]([O-])c1cccc(CONc2ncnc3nonc23)c1
.,-3,Cc1cc(-n2cc(C=O)c(-c3ccccc3)n2)nc2ccccc12
97,7,COc1ccc(NC(=O)c2ccccc2Cl)cc1NC(=O)CN1CCOCC1
55,14,N#Cc1ccccc1Cn1c(=O)n(Cc2ccc(C(=O)NCc3ccco3)cc2)c(=O)c2sccc21
136,4,CCOC(=O)N1CCN(C(=O)CCCOc2ccccc2)CC1
.,-2,COCC(C)NCc1cc(OC)c(OC)cc1OC (stereo not drawn)

Bioassay records: PubChem, several laboratories
